# LmPK inhibitor = blocks Leishmania mexicana pyruvate kinase activity; purified LmPK, Kinase-Glo ATP luminescence, 1 h; Potency, µM (top dose mostly 57.5 µM), inactives show at the top dose activity change, negative = inhibition, actives largely listed as inhibitors; hit rate 0.37% among 290,000; note: potency is the fitted concentration of half-maximal effect
# Target sequence (Q27686 whole entry, looked up): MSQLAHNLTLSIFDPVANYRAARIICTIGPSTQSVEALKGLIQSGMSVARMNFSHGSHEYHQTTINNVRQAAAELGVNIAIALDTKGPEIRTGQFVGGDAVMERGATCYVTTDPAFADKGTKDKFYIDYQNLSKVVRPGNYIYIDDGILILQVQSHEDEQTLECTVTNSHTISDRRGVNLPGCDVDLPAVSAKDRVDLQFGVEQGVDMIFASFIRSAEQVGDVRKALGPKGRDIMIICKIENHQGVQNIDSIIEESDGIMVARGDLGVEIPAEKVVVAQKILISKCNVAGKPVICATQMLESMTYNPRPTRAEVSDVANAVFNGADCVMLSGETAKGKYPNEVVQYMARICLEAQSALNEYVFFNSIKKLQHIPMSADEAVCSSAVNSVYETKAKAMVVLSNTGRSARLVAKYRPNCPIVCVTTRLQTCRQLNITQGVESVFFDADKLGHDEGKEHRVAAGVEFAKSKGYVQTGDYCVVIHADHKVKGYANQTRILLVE
#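 0.1 nM LmPK, 0.5 mM PEP, 0.1 mM ADP; 50 mM imidazole pH 7.2, 7 mM MgCl2, 50 mM KCl; 1 h RT. Kinase-Glo luminescence readout, normalized to no-enzyme (full inhibition) and uninhibited wells.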
# Tb PYK inh = inhibitors of Trypanosoma brucei pyruvate kinase; TbPYK enzyme, Kinase-Glo Plus ATP luminescence, 45 min; hit rate 0.12% among 410,000; Potency, µM (series often up to 76.8 µM), without a hit: top-dose activity, negative = inhibition, usual class: inhibitors; Q57TT1; note: potency is the fitted concentration of half-maximal effect; nearly all actives have a fitted effect of over 50% in size
#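 Readout: single end-point luminescence (Kinase-Glo Plus, 10 min). Reaction conditions were TbPYK/substrate plus 130 uM ADP, 45 min at RT, pH 7.2 TEA buffer. No-enzyme wells served as controls, and data were normalized before concentration-response fitting.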
# Sm TGR inh = blocks Schistosoma mansoni thioredoxin glutathione reductase; Q962Y6; purified TGR, DTNB reduction, TNB absorbance 405 nm; Potency, µM (series often up to 114 µM), inactives show at the top dose activity change, negative = inhibition, usual class: inhibitors; hit rate 3% among 360,000; AID 485364; note: potency is the fitted concentration of half-maximal effect; nearly all actives have a fitted effect of over 60% in size
#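 First, TGR (20 nM dispensed) and NADPH were mixed with compound. Second, a 15 min room-temperature incubation followed. Third, further NADPH and then DTNB were added to start the reaction. Finally, TNB absorbance was monitored kinetically.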
# HCMV inh = human cytomegalovirus inhibition; HFF cells, HCMV-luciferase reporter, 72 h; stronger effect = lower value; activity change, negative = inhibition, % at 57.5 µM; hit rate 4.5% among 410,000; in the data active = activity change below about -60%; inconclusive = no clear call, values can overlap the other calls; inactive = above about -39%
#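 HFF cells seeded 16 h at 37C, treated with compounds, infected with luciferase-reporter HCMV at MOI 1 PFU/cell; luciferase read at 72 h post infection, normalized to buffer-only and Salinomycin controls.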
# AmpC no deterg = AmpC beta-lactamase inhibition without detergent; P00811; AmpC nitrocefin hydrolysis, absorbance 480 nm, 0.0001% Triton; Potency, µM (doses to about 57.1 µM), inactives show top-dose activity change, negative = inhibition, actives largely listed as inhibitors; hit rate 0.52% among 330,000;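 note: potency is the fitted concentration of half-maximal effect; plate controls were no compound for no effect and no enzyme for full effect; nearly all actives have a fitted effect of over 20% in size; some results filed as inactive show a strong effect at the top dose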
# Target sequence (P00811 whole entry, looked up): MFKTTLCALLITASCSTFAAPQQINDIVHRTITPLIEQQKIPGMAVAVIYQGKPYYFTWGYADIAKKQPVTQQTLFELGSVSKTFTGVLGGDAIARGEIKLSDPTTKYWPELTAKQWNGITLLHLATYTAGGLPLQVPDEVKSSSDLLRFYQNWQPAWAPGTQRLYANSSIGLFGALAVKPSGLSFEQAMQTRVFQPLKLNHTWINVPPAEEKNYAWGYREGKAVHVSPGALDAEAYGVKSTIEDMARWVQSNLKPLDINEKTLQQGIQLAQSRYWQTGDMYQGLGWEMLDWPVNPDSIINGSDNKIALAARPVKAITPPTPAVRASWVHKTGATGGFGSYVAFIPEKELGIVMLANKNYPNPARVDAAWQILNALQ
#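 20 mM phosphate pH 7.0 + 0.01% (detergent screen) or 0.0001% Triton X-100; 5.3 nM AmpC reagent; cpd preinc 15 min RT; nitrocefin (800 uM stock) to start; A480 q20 s × 4 min; Activity was normalised to no-enzyme and no-compound control wells.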
# AMA1-RON2 inh = inhibitors of Plasmodium falciparum AMA1-RON2 interaction | AlphaScreen AMA1-biotinylated RON2 peptide binding | Potency, µM (titrated, usually from 58.2 µM), for inactives: at the highest dose activity change, negative = inhibition, actives largely listed as inhibitors | hit rate 0.2% among 360,000 | AID 720542;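 note: potency is the fitted concentration of half-maximal effect; 0% = vehicle wells and -100% = peptide control; nearly all actives have a fitted effect of over 45% in size; some results filed as inactive show a strong effect at the top dose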
#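 AMA1 (3D7) with his tag at 25 nM final met compounds first, then biotinylated RON2 peptide at 25 nM; detection used donor plus acceptor beads, 10 µg/mL apiece, read by AlphaScreen after 30 min at room temperature.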
# AmpC detergent = AmpC beta-lactamase inhibition with detergent present; P00811; AmpC hydrolysis of nitrocefin, absorbance 480 nm, 0.01% Triton; Potency, µM (doses to about 114 µM), without a hit: at the top dose activity change, negative = inhibition, hits mostly inhibitors; hit rate 0.041% among 370,000; AID 485294;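 note: potency is the fitted concentration of half-maximal effect; 0% = no-compound wells and -100% = no-enzyme wells; nearly all actives have a fitted effect of over 25% in size; some results filed as inactive show a strong effect at the top dose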
#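 AmpC (5.3 nM in the dispensed reagent) in 20 mM phosphate pH 7.0 with 0.01% (detergent screen) or 0.0001% Triton X-100 was preincubated with compounds for 15 min at room temperature. Nitrocefin was then added from an 800 uM solution, and hydrolysis was followed at 480 nm.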
# * hit, by the source's call; ? = inconclusive; . = not tested or not shown; & = joins results of further samples; [ ] = another dose, or the depositor's remark. Unless noted, calls come from the whole dose curve; as a rule, active = well fitted curve in the direction sought with a large enough effect; inconclusive = small, poorly fitted or top-dose-only effect, or another doubt; inactive = no such curve, though single readings can be large; an effect the other way counts as inactive or inconclusive. Unless noted, % is set by controls: 0 for no effect and ±100 for the full control effect.
no.	molecule	Sm TGR inh	AmpC detergent	AMA1-RON2 inh	Tb PYK inh	AmpC no deterg	HCMV inh	LmPK inhibitor
1	Cc1cc(-c2ccc(C)c(S(=O)(=O)N3CCC(C)CC3)c2)on1	3%	-8%	.	5%[15.4 µM]	.	0	.
2	COc1cc(NC(=O)COc2cc(C)cc3oc(=O)c(C)c(C)c23)cc(OC)c1OC	-15%	-4%	0%	0%	-8%	42	-5%
3	Cc1ccc(NC(=O)c2ccc(NCCCN3CCC(C)CC3)c([N+](=O)[O-])c2)c(C)c1	13%	-1%	-10%	1%	2%	?	1%
4	N#C/C(=N\Nc1c(Cl)cccc1Cl)C(=O)NN	-11%	-4%	-9%	-5%	-35%	-20	-7%
5	CCOC(=O)c1c(-c2ccccc2)oc2ccc(O)c(CN3CCOCC3)c12	14%	?	-17%	?	184%[activator]	-13	-3%
6	Cc1ccccc1NC(=O)c1cc(-c2ccco2)nc2ccccc12	.	.	?	0%	.	-15	.
7	O=C(COC(=O)c1cc(S(=O)(=O)N2CCOCC2)ccc1F)Nc1ccc(Cl)cn1	-5%	-2%	12%	-11%	-19%	-1	.
8	O=C(CSc1nnc(CNc2ccc(F)cc2)o1)N1CCCc2ccccc21	-6%	-15%	-4%	-25%	4%	36	4%
9	CC(C)(O)C(=O)Nc1ccc([N+](=O)[O-])c(C(F)(F)F)c1	-15%	-1%	-4%	1%	-16%	-2	.
10	CNc1cccc(-c2ccc(C(C)=O)s2)n1	.	.	23%	-5%	.	43	.
11	Cc1ccc(CNc2nc(N)c([N+](=O)[O-])c(Nc3cccc(F)c3)n2)cc1	0%	?	-24%	.	-27%	6	-13%
12	CCOc1ccc(CNC(=O)c2oc3c(c2C)-c2nn(Cc4cccc(Cl)c4)cc2CC3)cc1	?	21%	.	0%	.	16	.
13	Cc1cc(C)c(S(=O)(=O)Nc2ccnc(-c3cccnc3)n2)c(C)c1	-8%	1%	20%	0%	-28%	14	12%
14	Cc1cc(C(=O)NNC(=S)NCc2ccco2)nn1C	-13%	-12%	84%[activator]	-5%	-5%	-9	4%
15	O=C(COC(=O)c1cc[n+]([O-])cc1)Nc1ccc(SC(F)F)cc1	0%	-3%	-6%	-2%	?	10	7%
16	COC(=O)CCCC(=O)N1CCC(n2nccc2NC(=O)CCOc2ccccc2)CC1	-16%	?	21%	7%	3%	35	-8%
17	O=C(Nc1ccccc1)c1cc([N+](=O)[O-])ccc1NCc1cccnc1	-3%	-2%	6%	-3%	-31%	51	4%
18	CCCC(CCC)C(=O)O	-5%	-6%	1%&6%	2%&-1%&-5%	-20%	13&1	.
19	CN(C)c1cccc2c(/C=N/O)ccc(N(C)C)c12	-22%	?	-1%	5%	-5%[11.4 µM]	-28	1%
20	O=C(COC(=O)CCC1CCCC1)Nc1ccc(F)cc1	0%	-1%	3%	4%	-19%	-11	.
21	CCCN(CC(=O)Nc1ccccc1C)C(=O)COc1c(Cl)cccc1Cl	-3%	-3%	-13%	7%	13%	6	.
22	CC(CCc1ccccc1)NC(=O)COC(=O)c1cccnc1Cl (stereo not given)	.	.	-11%	-3%	-14%	-29	.
23	C#CCN(C[C@@H]1[C@@H](OC(=O)NCc2ccco2)[C@@H](OC(=O)NCc2ccco2)CN(C(=O)OC(C)C)N1C(=O)OC(C)C)S(=O)(=O)c1ccc(C)cc1	.	.	0%	-2%	.	?	.
24	CCc1nnc(NC(=O)CC(=O)Nc2ccccc2C(=O)O)s1	5%	-2%	10%	0%	-39%	-33	-13%
25	O=C(Cc1ccccc1[N+](=O)[O-])NNC(=O)c1ccncc1	5%	1%	8%	0%	-30%	-16	.
26	Cc1ncc(C(O)c2ccccc2)n1Cc1ccccc1 (stereo not given)	.	.	0%	4%	.	1	.
27	Cc1cc(C(=O)NC(C)c2ccncc2)cs1 (stereo not given)	-24%	?	6%	1%	-8%	14	3%
28	CC1=C(C(=O)N(C)C)CC(CC(=O)NCC2CCCCC2)C(=O)N1Cc1ccccc1 (stereo not given)	.	.	37%[activator]	-6%	.	-7	.
29	O=C(NCCC1CCCCN1S(=O)(=O)c1ccc(F)cc1)C(=O)NCc1ccccn1 (stereo not given)	-3%	-3%	105%[activator]	-1%	0%	-15	.
30	CC(=O)c1c[nH]c(C(=O)NC2CCCCCC2)c1	?	-9%	0%	-2%	-10%	35	-8%
31	C=C(C)c1cccc(C(C)(C)NC(=O)N2CCC(C(N)=O)CC2)c1	65%[activator]	0%	-9%	-2%	-11%	-29	1%
32	Cc1ccc(CC(NC(=O)C2CCCCC2)C(=O)O)cc1 (stereo not given)	.	.	5%	-2%	-22%	22	.
33	CSCCC(NC(=O)c1ccccc1)C(=O)OCC(=O)N(C)CCC#N (stereo not given)	1%	1%	-17%	3%	-21%	-3	-1%
34	CN(Cc1nccn1C)C(=O)c1cc(COc2cccc(C(F)(F)F)c2)on1	-23%	?	-7%	-6%	109%[activator]	-16	-11%
35	Cc1nonc1OCCCNc1ccc([N+](=O)[O-])cc1Cl	-3%	-1%	-5%	1%	-22%	-78*	-4%
36	COc1ccc(C(=O)NNC(=O)c2cc3ccccc3cc2O)cc1	.	.	53%[activator]	1%	.	9	.
37	Cc1ccc(S(=O)(=O)Nc2nc3ccc(S(=O)(=O)N4CCCC4)cc3s2)cc1	-1%	0%	4%	-10%	-32%	-13	8%
38	CC(C)CN1CCC1(C)C(=O)Nc1cccc(C#N)c1 (stereo not given)	.	.	-1%	3%	.	62	.
39	Cn1cc(CN2CCCC(CNS(=O)(=O)c3cccc4cccnc34)C2)cn1 (stereo not given)	1%	3%	-9%	6%	-27%	17	-8%
40	Cn1ncc(C#N)c1NC(=O)C1CC(c2ccc(Cl)cc2)=NO1 (stereo not given)	19%	-6%	-4%	3%	-7%	-40	-3%
41	CCCOc1ccc(NC(=O)CC2C(=O)OCC3CCCCN32)cc1 (stereo not given)	-27%	6%	-6%	-6%	-19%	32	.
42	O=C(COc1ccc(-c2nnco2)cc1)N1CCOCC1	.	.	-21%	3%	-9%	35	.
43	O=C(Cn1ccc(C(F)(F)F)n1)N/N=C/c1ccc(N2CCOCC2)cc1	1%	0%	45%[activator]	3%	-24%	70	-4%
44	Cc1ccc(OCC(=O)Nc2cnn(CCCC(=O)O)c2)c([N+](=O)[O-])c1	4%	?	0%	-5%	-18%	-28	-7%
45	COc1ccc(C(=O)N2c3ccccc3C(C)(c3ccc(Cl)cc3)CC2(C)C)cc1 (stereo not given)	0%	16%	.	-2%	.	-93*	.
46	CCC(C)NC(=O)c1c(N)n(CCCOC)c2nc3ccccc3nc12 (stereo not given)	0%	-22%	27%	-12%	200%[activator]	-30	0%
47	CC(C(=O)NC1CCCC1)N(C(=O)c1snc(C(N)=O)c1N)c1ccc2c(c1)OCCO2 (stereo not given)	8%	1%	13%	-1%	-25%	1	1%
48	N#C/C(=C\c1ccc(F)cc1)C(=O)NC1CCS(=O)(=O)C1 (stereo not given)	-8%	4%	2%	-1%	-4%	4	-3%
49	CC(=O)c1cccc(NC(=O)CN2C(=O)c3cccnc3Oc3ccc(Cl)cc32)c1	-11%	-7%	0%	-1%	27%	0	2%
50	CCOCc1cc(CN2CCN(c3cccc(C(F)(F)F)c3)CC2)c(O)c2ncccc12	-17%	21%	.	4%	.	-100*	.
51	Cc1nc2cc(NC(=O)Nc3ccccc3Cl)ccc2n1C	1%	3%	-6%	-14%	-25%	86	?
52	CN(C)c1ccnc2sc(C(=O)c3ccc(Br)cc3)c(N)c12	.	-9%	-5%	2%	-14%	-22	5%
53	CCOC(=O)c1cc(-c2ccccc2)n(CCC(=O)Nc2ccc(C)cc2Cl)c1C	-1%	8%	.	6%[15.4 µM]	.	0	.
54	COc1ccc2cc(C3=CC(=O)CC(C)(C)C3=O)ccc2c1	.	.	0%	-6%	.	17	.
55	COC(=O)CCCC1=CC2=CC(=O)C(C)(OC(=O)c3cccs3)C(=O)C2=CN1c1ccccc1 (stereo not given)	.	.	-19%	2%	.	25	-2%[11.5 µM]
56	O=C(NCc1ccccn1)c1ccc(Cl)c(S(=O)(=O)N2CCOCC2)c1	1%	-3%	25%	-5%	-11%	0	-5%
57	COc1ccc(CN2CCC(C)CC2)cc1OCc1ccccc1	28%	-18%	10%	2%	-12%	8	-3%
58	COc1ccc(C)cc1NC(=O)c1sc2nc(C)nc(N3CCOCC3)c2c1C	-8%	-5%	-3%	-2%	-9%	6	5%
59	O=C(NC1CCCC1)c1cccc2c1C(=O)c1ccc(/C=C/c3ccccc3)cc1S2(=O)=O	?	5%	-3%	4%	-24%	?	.
60	O=c1ccc2cc(S(=O)(=O)N3CCN(c4ccccc4F)CC3)ccc2o1	5%	?	10%	0%	-2%	?	-5%

# Additional structures:
no.	molecule	Sm TGR inh	AmpC detergent	AMA1-RON2 inh	Tb PYK inh	AmpC no deterg	HCMV inh	LmPK inhibitor
61	COc1ccc(/C=N\NS(=O)(=O)c2ccc(Br)cc2)cc1COc1ccccc1[N+](=O)[O-]	-14%	6%	-19%	0%	-30%	-6	-2%
62	CCC(=O)N1CCc2cc(S(=O)(=O)NC(Cc3ccccc3)C(=O)NCc3cccc(OC)c3)ccc21 (stereo not given)	-6%	3%	.	-1%	.	-2	.
63	CCS(=O)(=O)Nc1cccc(-c2ccc3nnc(-c4cccnc4)n3n2)c1	3%	4%	-5%	-3%	-5%	56	4%
64	C[C@@H](NS(=O)(=O)c1cc(Cl)ccc1F)[C@H](O)c1ccccc1	.	.	15%	-9%	.	12	.
65	COc1ccc(OC)c(C2CC(=O)Nc3c2c(=O)n(C)c2ncnn32)c1 (stereo not given)	-11%	2%	.	0%	.	8	.
66	Cc1onc(-c2ccccc2)c1C(=O)N1CCC(C)(C(=O)NS(=O)(=O)C2CC2)C1 (stereo not given)	.	.	-6%	2%	.	-4	.
67	CCCn1c(=O)c2[nH]c(-c3ccc(OCC(=O)Nc4ccc(C#N)cc4)cc3)nc2n(CCC)c1=O	0%	?	-19%	-1%	4%	-26	.

# Reprinted from the results shown, 2 compounds:
no.	molecule	Sm TGR inh	AmpC detergent	AMA1-RON2 inh	Tb PYK inh	AmpC no deterg	HCMV inh	LmPK inhibitor
1	Cc1cc(-c2ccc(C)c(S(=O)(=O)N3CCC(C)CC3)c2)on1	3%	-8%	.	5%[15.4 µM]	.	0	.
2	COc1cc(NC(=O)COc2cc(C)cc3oc(=O)c(C)c(C)c23)cc(OC)c1OC	-15%	-4%	0%	0%	-8%	42	-5%
